# CCHF vOTU inh – CCHFV vOTU protease inhibition; Pep-AMC fluorescence; inhibition, % at 11.5 µM; actives 0.55% (n = 370,000); AID 651958; note: 0% = vehicle wells with enzyme and 100% = no enzyme wells
# GDH-TPI inh – inhibits GDH-TPI coupling enzymes, artifact for Mtb FBA screen; GDH-TPI coupled enzyme counterscreen, NADH absorbance; inhibition, % at 4.8 µM; actives 1.2% (n = 360,000);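 note: 0% = DMSO wells and 100% = wells lacking the enzyme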
# BoNT F protease – BoNT F light chain protease inhibition; actives 0.22% (n = 360,000); inhibition, % at 10 µM; AID 588497; Multiplex microsphere protease cleavage assay, flow cytometry; in the data active = inhibition above about 35%, passing the limit was not always enough; inconclusive = no clear call, values can overlap the other calls; note: plate controls were buffer without enzyme for full effect and enzyme alone for no effect
# Rv3671c inh – inhibits the M. tuberculosis serine protease Rv3671c. inhibition, % at 5.96 µM. actives 0.048% (n = 320,000). AID 2606; in the data active = inhibition above about 38%;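 note: extracellular domain of Rv3671c used as enzyme; 0% = enzyme with DMSO and 100% = no enzyme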
# UGM FP inh – inhibitors of M. tuberculosis UDP-galactopyranose mutase | P9WIQ1 | purified UGM, fluorescence polarization probe displacement | inhibition, % at 10 µM | actives 0.06% (n = 320,000) | AID 504406; in the data active = inhibition above about 10%, passing the limit was not always enough; inconclusive = no clear call, values can overlap the other calls
# Target sequence (P9WIQ1 whole entry, looked up): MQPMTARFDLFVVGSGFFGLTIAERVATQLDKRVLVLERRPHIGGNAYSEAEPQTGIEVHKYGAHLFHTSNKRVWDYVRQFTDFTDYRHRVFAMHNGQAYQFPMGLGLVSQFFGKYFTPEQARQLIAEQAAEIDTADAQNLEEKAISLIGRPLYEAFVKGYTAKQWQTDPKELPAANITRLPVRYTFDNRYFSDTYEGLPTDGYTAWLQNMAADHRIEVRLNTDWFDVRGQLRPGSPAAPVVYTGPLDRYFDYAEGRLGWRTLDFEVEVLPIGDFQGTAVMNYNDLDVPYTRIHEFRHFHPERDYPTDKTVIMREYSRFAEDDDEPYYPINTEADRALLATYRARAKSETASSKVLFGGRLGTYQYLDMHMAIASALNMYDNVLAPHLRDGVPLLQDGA
# FadD28 binding – blocks FadD28 binding to the bisubstrate probe | fluorescence polarization | inhibition, % at 12.5 µM | actives 0.22% (n = 360,000) | AID 588549; in the data active = inhibition above about 8.5%, passing the limit was not always enough; inconclusive = no clear call, values can overlap the other calls
# MazF activator – activators of E. coli MazEF toxin-antitoxin RNase | FAM/BHQ RNA-DNA oligo cleavage fluorescence, 5 h | activation, % at 20 µM | actives 0.32% (n = 350,000); in the data active = activation above about 50%
# Target sequence (P0AE70 whole entry, looked up): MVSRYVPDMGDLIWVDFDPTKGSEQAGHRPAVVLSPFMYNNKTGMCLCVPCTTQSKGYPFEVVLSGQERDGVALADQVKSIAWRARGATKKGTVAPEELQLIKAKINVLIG
# Mtb BioA inh – BioA (M. tuberculosis) enzyme inhibition | purified M. tuberculosis BioA enzyme, plate reader | inhibition, % at 9.99 µM | actives 0.096% (n = 360,000); in the data active = inhibition above about 40%; inconclusive = no clear call, values can overlap the other calls
# Mtb FBA inh – inhibits M. tuberculosis FBA enzyme | P9WQA3 | AID 588726 | purified M. tuberculosis FBA, fluorescence read-out | actives 2.3% (n = 360,000) | inhibition, % at 1 µM; in the data active = inhibition above about 27%;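 note: 0% = vehicle and 100% = reference inhibitor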
# Target sequence (P9WQA3 whole entry, looked up): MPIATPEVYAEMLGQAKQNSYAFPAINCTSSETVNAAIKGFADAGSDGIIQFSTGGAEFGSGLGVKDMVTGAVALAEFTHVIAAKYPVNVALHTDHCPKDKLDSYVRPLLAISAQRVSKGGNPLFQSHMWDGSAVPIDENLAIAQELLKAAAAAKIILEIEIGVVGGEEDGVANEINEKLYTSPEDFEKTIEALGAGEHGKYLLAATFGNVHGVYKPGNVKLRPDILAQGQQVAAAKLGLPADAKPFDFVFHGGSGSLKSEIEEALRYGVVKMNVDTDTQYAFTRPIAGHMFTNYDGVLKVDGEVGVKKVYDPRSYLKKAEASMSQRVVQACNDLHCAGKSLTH
# DUSP3 inh – DUSP3 (human) phosphatase inhibition. inhibition, % at 13.3 µM. recombinant VHR phosphatase, pNPP absorbance. P51452. actives 0.52% (n = 290,000); in the data active = inhibition above about 50%; note: some compounds called inactive have numbers as strong as hits
# An asterisk follows results filed as active; ? = inconclusive; . = not tested or not shown. Cut-off read from the data, not from the text of the source, unless noted: active = inhibition above about 30%; inactive = the rest.
SMILES,CCHF vOTU inh,GDH-TPI inh,BoNT F protease,Rv3671c inh,UGM FP inh,FadD28 binding,MazF activator,Mtb BioA inh,Mtb FBA inh,DUSP3 inh
COCCNC(=O)c1cc(S(=O)(=O)N(C)c2ccccc2OC)ccc1C,14,3,.,4,3.8,-0.2,-6,.,5,8
CN1OC[C@@H]2CN(Cc3ccccc3)[C@H](c3cccc(N4CCOCC4)c3)C[C@@H]21,5,-10,-1,.,.,-3.1,1,14,-1,.
CCN(CC)C(=O)C[n+]1cccc(/C=N/O)c1,6,5,-10,6,-1.2,-0.2,1,.,-2,4
COc1cc(C(=O)OCC(=O)Nc2ccc(F)cc2F)cc(OC)c1OC,-9,-7,-4,5,0.0,-1.1,6,-0.3,-2,-2
Cc1ccnc(-n2c(C)nc3ccccc3c2=O)c1,4,1,0,3,4.9,-1.6,5,0.0,0,-5
O=C(Oc1cc(Cl)ccc1Cl)C1=CC=CN2CCS(=O)(=O)N=C12,2,1,6,-5,-0.5,-3.6,4,-1.2,10,.
Cc1[nH]c2ccc(-c3nnc(SCC(=O)c4ccc(F)cc4)o3)cc2c1C,-17,8,-5,-4,0.3,-1.4,1,0.2,-3,12
Cn1nc(C(=O)OCC(=O)NCc2ccc(Cl)cc2)c2ccccc2c1=O,-6,1,-2,9,1.7,0.3,6,0.4,0,.
CCC[C@H](CN[C@@H](CNC)[C@H](C)O)NCCc1ccc(OC)cc1,8,14,-5,-2,-0.7,-2.5,1,-1.6,6,21
C/C=C1/CN2[C@@H]3C4CO[C@@H]3c3c([nH]c5cc(OC)ccc35)[C@@H]2CC14 (stereo partly drawn),-1,5,1,6,1.9,-2.2,7,-1.6,0,.
CC(=O)N1CCN(c2cc(N3CCCC3)c(F)cc2[N+](=O)[O-])CC1,18,8,-1,8,0.3,-2.3,-10,3.1,-31,16
CCCOc1ccc(C(F)(F)F)cc1NC(=O)CCc1c(C)noc1C,-1,8,1,-2,1.2,-0.5,4,-1.0,5,.
CCC(C)N1C(=O)CCC1C(=O)N1CCN(c2ccc(F)cc2)CC1 (stereo not drawn),-3,15,0,-1,-0.8,-1.9,5,1.1,5,0
COc1cccc(C(NC(C)=O)c2nc(-c3cccc4cccnc34)cs2)c1 (stereo not drawn),-2,8,-4,.,.,-1.6,.,-1.6,2,.
CN(CCOc1ccccc1)CC(=O)Nc1ccc(S(=O)(=O)N2CCCC2)cc1,-12,1,2,1,-3.4,-3.3,-4,-1.5,-1,-7
CCn1c(SCc2ccccc2F)nnc1-c1ccncc1,-11,-3,-3,1,-2.1,-0.8,9,.,-1,20
COc1cccc(NC(=O)C(Cc2ccccc2)NC(=O)C2CCC(C)CC2)c1 (stereo not drawn),10,-6,-3,-7,-1.9,0.5,3,.,-1,4
O=C(COc1ccc(Cl)cc1)NCc1ccccc1,-1,0,?,10,0.5,-3.6,7,-0.6,1,26
CC(=O)c1cc(C#N)c(SCCC(C)C)nc1C,.,-3,-31,-1,-0.7,-0.1,-12,2.0,2,14
O=[N+]([O-])c1cc(Cl)ccc1Sc1cccc2cccnc12,1,17,-3,-5,-0.7,0.8,-6,-1.4,2,18
CN(C)C(=O)COC(=O)c1cc(Cl)cc(Cl)c1N,-184,5,-8,1,-0.7,-5.0,-3,-0.9,127*,16
CC1=C(C(=O)N(C)C)C(c2ccc(Cl)c(Cl)c2)NC(=O)N1 (stereo not drawn),-11,1,-8,3,-1.5,-0.1,2,-1.0,2,7
CCOc1ccc(C2=C/C(=C/c3cccnc3)C(=O)O2)cc1,-12,4,0,-18,2.3,-3.4,-26,0.1,1,0
O=C(CSc1nc2c(c(=O)n1-c1ccc(Cl)cc1)SCC2)NCc1ccco1,-12,13,-6,-3,-1.7,-5.3,8,13,-2,-6
Cn1c(/C=C/c2ccc(Cl)cc2)nc2ccccc2c1=O,-3,37*,-8,-9,2.3,-3.8,15,-1.5,0,21
COCCNC(=S)NC(=O)CC12CC3CC(CC(C3)C1)C2,-8,5,-6,-4,0.7,-2.6,-2,.,-1,1
Clc1ccc(-c2nnc(SCc3ccon3)o2)c(Cl)c1,2,3,-2,2,-1.4,-2.7,-2,12,-2,6
CCC(CC)CN1CCC(CN2C(=O)C(=O)NC[C@@H]2[C@@H](C)CC)CC1,5,8,3,.,.,0.5,1,0.1,0,.
O=C(O)[C@@H](O)[C@H](O)C(=O)O,-2,5,-2,2,-1.0,-1.2,-3,2.5,-1,.
COc1ccc(NC(=O)CSc2ccc(-c3ccccn3)nn2)cc1OC,7,4,-13,1,.,-3.1,6,-1.6,-1,21
O=C(N/N=C/c1ccccn1)c1ccc(S(=O)(=O)N2CCCCCC2)cc1,8,2,-4,-13,0.1,-0.1,-2,.,-2,45
CCOc1ccc2ccccc2c1CNc1nnnn1C,-9,10,-2,-10,4.2,-0.1,5,2.5,0,7
COc1nc(NCc2cccnc2)nc(NC2CCCCC2)n1,-3,3,0,3,0.7,-1.7,1,.,0,-11
CC(O)c1cc2c(s1)c1cnn(Cc3ccccc3F)c(=O)c1n2C (stereo not drawn),.,0,-2,-2,.,-2.8,11,-0.7,0,.
O=C1CSC(c2ccccc2)N1CC12CC3CC(CC(O)(C3)C1)C2 (stereo not drawn),-4,8,-36,4,0.0,-2.7,2,.,3,19
CC(C)(C)S(=O)(=O)N1C[C@@H]2CC/C=C\C/C(c3ccccc3)=C\2[C@H]1CCO,15,-4,-6,.,.,-2.3,-9,-0.8,-1,.
COc1cc(/C=C/C(=O)OCC(=O)NCc2cccs2)ccc1OC(F)F,6,10,-2,3,-0.4,-0.9,6,.,5,-12
COc1cc(OC)c2ccc(=O)oc2c1C(CC(=O)N1CCCC1)c1ccc(N(C)C)cc1 (stereo not drawn),7,13,-3,-7,-3.8,-2.8,7,-0.7,-3,37
Cc1ccc(CCNS(=O)(=O)c2ccc3c(c2)C(C)(C)C(=O)N3C)cc1,7,-3,-15,-8,-1.5,3.2,1,1.8,7,-10
COc1cc(SC#N)ccc1N=Cc1c(C)[nH]n(-c2ccc(C)c(C)c2)c1=O,2,24,14,3,6.3,-2.3,5,-1.5,0,11
CCOC(=O)c1cc2sccc2n1Cc1ccc(C#N)cc1,2,4,-4,-9,0.3,-1.3,-6,0.8,-3,-4
CCNC(=O)COc1ncnc2scc(-c3ccc(F)cc3)c12,-9,-12,-1,-8,3.0,-4.1,9,.,-5,10
COc1ccc(-n2c(SCC(=O)Nc3cccc(C(=O)O)c3)nnc2-c2ccco2)cc1,8,-14,11,-5,-0.7,-4.7,-8,0.8,-1,29
C/C(=N\NC(=O)c1ccn(C)n1)c1ccc(NC(=O)c2cccc(F)c2)cc1,-3,0,2,2,4.0,0.3,-12,3.8,1,-13
COC(=O)c1ccccc1NC(=O)CCS(=O)(=O)c1ccc(Br)cc1,11,-3,1,.,.,-3.2,3,.,0,74
COc1ccc(CCN2C(=O)NC(NS(=O)(=O)c3ccc(NC(C)=O)cc3)(C(F)(F)F)C2=O)cc1OC (stereo not drawn),-8,6,-2,2,0.4,-0.5,5,-1.6,1,30
Nc1cc(-c2ccc(Cl)cc2)nn1-c1ccccc1,-9,-3,1,11,-2.1,2.4,-8,.,6,3
CCOC(=O)C1C(=O)CC(C)(O)C(C(=O)OCC)C1c1cccc(OC)c1 (stereo not drawn),16,2,-2,3,-1.3,0.7,-2,-0.9,3,5
COc1ccccc1-n1cnnc1SCC(=O)Nc1ncc(Cl)cc1Cl,3,2,-8,8,-2.4,1.2,8,-0.3,-2,3
Cc1cc(C)c(C)c(S(=O)(=O)Nc2ccccc2C(=O)NCCCN2CCOCC2)c1C,-10,6,-4,-3,-0.7,-3.8,-2,-0.5,10,4
Cc1cc(C)n(-c2nc3c(c(=O)[nH]c(=O)n3C)n2C)n1,-3,9,-3,-4,2.2,-3.0,-9,0.4,-1,15
O=C(O)C(c1ccccc1)C1(O)CC2CCC1C2 (stereo not drawn),17,8,0,.,.,-1.8,2,.,2,.
O=c1cc(SCc2ccccc2)nc[nH]1,16,-9,6,.,.,-3.7,0,-1.4,-4,.
CCOc1cc(CNc2ccccc2)cc(Br)c1OCc1ccccc1F,13,-2,-1,2,-0.3,-3.1,-2,-1.7,-1,11
CC(Oc1cccnc1[N+](=O)[O-])C(=O)Nc1ccc(Cl)cn1 (stereo not drawn),-4,0,-10,3,-1.8,-0.1,2,-3.8,3,.
CCOc1ncccc1C(=O)NCCc1ccc(OC)cc1,-2,10,-13,-10,0.6,0.5,3,1.3,-1,20
CCC1CCCCN1C(=O)CSc1nnc(-c2ccc(Cl)cc2)o1 (stereo not drawn),-9,6,-2,0,-0.1,-0.4,-9,-1.1,2,17
Cc1cccc(C(=O)OCC(=O)NC23CC4CC(CC(C4)C2)C3)c1O,12,5,-3,-5,0.2,-2.1,-2,-1.2,-2,.
O=[N+]([O-])c1cccc(CON=Cc2cc(Cl)ccc2O)c1,-4,5,2,.,.,-6.8,2,-0.4,-1,.
CC1CCN(C(=O)c2ccc(N3C(=O)c4ccccc4C3=O)cc2)CC1,7,8,18,12,-1.2,-2.9,5,-1.6,-1,25

# In the list so far, these have an aryl thioether with sulfur outside any ring:
SMILES,CCHF vOTU inh,GDH-TPI inh,BoNT F protease,Rv3671c inh,UGM FP inh,FadD28 binding,MazF activator,Mtb BioA inh,Mtb FBA inh,DUSP3 inh
Cc1[nH]c2ccc(-c3nnc(SCC(=O)c4ccc(F)cc4)o3)cc2c1C,-17,8,-5,-4,0.3,-1.4,1,0.2,-3,12
CCn1c(SCc2ccccc2F)nnc1-c1ccncc1,-11,-3,-3,1,-2.1,-0.8,9,.,-1,20
CC(=O)c1cc(C#N)c(SCCC(C)C)nc1C,.,-3,-31,-1,-0.7,-0.1,-12,2.0,2,14
O=[N+]([O-])c1cc(Cl)ccc1Sc1cccc2cccnc12,1,17,-3,-5,-0.7,0.8,-6,-1.4,2,18
O=C(CSc1nc2c(c(=O)n1-c1ccc(Cl)cc1)SCC2)NCc1ccco1,-12,13,-6,-3,-1.7,-5.3,8,13,-2,-6
Clc1ccc(-c2nnc(SCc3ccon3)o2)c(Cl)c1,2,3,-2,2,-1.4,-2.7,-2,12,-2,6
COc1ccc(NC(=O)CSc2ccc(-c3ccccn3)nn2)cc1OC,7,4,-13,1,.,-3.1,6,-1.6,-1,21
COc1ccc(-n2c(SCC(=O)Nc3cccc(C(=O)O)c3)nnc2-c2ccco2)cc1,8,-14,11,-5,-0.7,-4.7,-8,0.8,-1,29
COc1ccccc1-n1cnnc1SCC(=O)Nc1ncc(Cl)cc1Cl,3,2,-8,8,-2.4,1.2,8,-0.3,-2,3
O=c1cc(SCc2ccccc2)nc[nH]1,16,-9,6,.,.,-3.7,0,-1.4,-4,.
CCC1CCCCN1C(=O)CSc1nnc(-c2ccc(Cl)cc2)o1 (stereo not drawn),-9,6,-2,0,-0.1,-0.4,-9,-1.1,2,17

# Screens (PubChem)

# The order is random; 4.9% or so of the library scored in one or more.
